# AmpC no deterg: blocks E. coli AmpC beta-lactamase in detergent-free assay; Potency, µM (series often up to 57.1 µM), inactives show top-dose activity change, negative = inhibition, usual class: inhibitors; 330,000 compounds, 0.52% hits; AmpC nitrocefin hydrolysis, absorbance 480 nm, 0.0001% Triton; AID 485341;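 also: potency is read from the fitted curve at half-maximal effect; plate controls were no compound for no effect and no enzyme for full effect; nearly all actives have a fitted effect of over 20% in size; some results filed as inactive show a strong effect at the top dose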
# Target sequence (P00811 whole entry, looked up): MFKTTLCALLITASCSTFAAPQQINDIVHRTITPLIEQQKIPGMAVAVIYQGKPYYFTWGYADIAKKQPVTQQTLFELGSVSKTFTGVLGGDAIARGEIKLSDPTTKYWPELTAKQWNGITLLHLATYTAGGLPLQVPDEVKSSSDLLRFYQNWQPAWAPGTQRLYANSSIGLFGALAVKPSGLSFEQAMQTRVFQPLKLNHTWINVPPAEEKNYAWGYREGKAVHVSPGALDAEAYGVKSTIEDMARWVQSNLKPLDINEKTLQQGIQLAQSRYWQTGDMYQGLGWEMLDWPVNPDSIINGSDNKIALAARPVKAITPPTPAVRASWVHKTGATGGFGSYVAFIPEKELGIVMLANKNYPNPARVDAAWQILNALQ
#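 AmpC (5.3 nM in the dispensed reagent) in 20 mM phosphate pH 7.0 with 0.01% (detergent screen) or 0.0001% Triton X-100 was preincubated with compounds for 15 min at room temperature. Nitrocefin was then added from an 800 uM solution, and hydrolysis was followed at 480 nm.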
# HCMV inh: blocks human cytomegalovirus replication; activity change, negative = inhibition, % at 57.5 µM; AID 1259415; 410,000 compounds, 4.5% hits; HFF cells, HCMV-luciferase reporter, 72 h; hits give low values; in the data active = activity change below about -60%; inconclusive = no clear call, values can overlap the other calls; inactive = above about -39%; also: % is scaled to controls: 0 for no effect and ±100 for the full control effect
#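 HFF cells seeded 16 h at 37C, treated with compounds, infected with luciferase-reporter HCMV at MOI 1 PFU/cell; luciferase read at 72 h post infection, normalized to buffer-only and Salinomycin controls.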
# CHX counter: affects cycloheximide protein synthesis inhibition readout, counter-screen. cell reporter, cycloheximide protein synthesis inhibition counterscreen. max response, %. 300,000 compounds, 12% hits. AID 2314; in the data active = max response mostly above about 13%, no sharp cut-off; inactive = mostly below about 14%; also: read at 38.3 µM for the half of the compounds with a filed dose; 0% is about no effect
# Shiga inhibitor: Shiga toxin inhibition; Vero cells, Shiga toxin protein synthesis inhibition reporter; 290,000 compounds, 9.2% hits; inhibition, % at 38.7 µM; AID 2315; in the data active = inhibition mostly above about 28%, no sharp cut-off; inactive = mostly below about 43%; also: 0% is about no effect
# AMA1 RON2 block: disrupts binding of P. falciparum AMA1 to RON2; AlphaScreen AMA1-biotinylated RON2 peptide binding; Potency, µM (titrated, usually from 58.2 µM), for inactives: at the highest dose activity change, negative = inhibition, usual class: inhibitors; 360,000 compounds, 0.2% hits; AID 720542;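 also: potency is read from the fitted curve at half-maximal effect; 0% = vehicle wells and -100% = peptide control; nearly all actives have a fitted effect of over 45% in size; some results filed as inactive show a strong effect at the top dose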
#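 AMA1 (3D7) with his tag at 25 nM final met compounds first, then biotinylated RON2 peptide at 25 nM; detection used donor plus acceptor beads, 10 µg/mL apiece, read by AlphaScreen after 30 min at room temperature.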
# AmpC inh detg: AmpC beta-lactamase inhibition with detergent present | P00811 | AmpC hydrolysis of nitrocefin, absorbance 480 nm, 0.01% Triton | Potency, µM (titrated, usually from 114 µM), inactives show at the top dose activity change, negative = inhibition, usual class: inhibitors | 370,000 compounds, 0.041% hits | AID 485294;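 also: potency is read from the fitted curve at half-maximal effect; 0% = no-compound wells and -100% = no-enzyme wells; nearly all actives have a fitted effect of over 25% in size; some results filed as inactive show a strong effect at the top dose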
#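 AmpC (5.3 nM in the dispensed reagent) in 20 mM phosphate pH 7.0 with 0.01% (detergent screen) or 0.0001% Triton X-100 was preincubated with compounds for 15 min at room temperature. Nitrocefin was then added from an 800 uM solution, and hydrolysis was followed at 480 nm.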
# Giardia FBPA inh: Giardia lamblia aldolase inhibition; 290,000 compounds, 0.71% hits; Potency, µM (top dose mostly 59.6 µM), for inactives: at the highest dose activity, negative = inhibition, most hits filed as inhibitors; AID 2451; purified Giardia FBPA; also: potency is read from the fitted curve at half-maximal effect; % is scaled to controls: 0 for no effect and ±100 for the full control effect; nearly all actives have a fitted effect of over 55% in size
# Target sequence (A8B2U2 whole entry, looked up): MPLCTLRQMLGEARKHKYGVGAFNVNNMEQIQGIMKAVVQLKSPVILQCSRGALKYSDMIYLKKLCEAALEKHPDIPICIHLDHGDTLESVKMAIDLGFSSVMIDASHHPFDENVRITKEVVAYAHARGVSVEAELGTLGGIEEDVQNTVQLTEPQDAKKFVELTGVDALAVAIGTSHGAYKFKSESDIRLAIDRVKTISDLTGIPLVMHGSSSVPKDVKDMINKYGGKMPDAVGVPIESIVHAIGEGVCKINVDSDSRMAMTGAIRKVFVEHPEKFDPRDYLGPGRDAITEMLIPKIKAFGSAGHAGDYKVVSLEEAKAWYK
#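 40 nM FBPA preincubated 10 min at RT with compound (up to 57.5 uM final), then substrate plus GAPDH/TPI/NAD/arsenate coupling and diaphorase/resazurin added. Fluorescence read after 20 min at RT, 525/598 nm.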
# An asterisk follows results filed as active; ? = inconclusive; / = not tested or not shown; & = joins results of further samples; [ ] = another dose, or the depositor's remark. Unless noted, calls follow the shape of the dose curve; as a rule, active = well fitted curve in the direction sought with a large enough effect; inconclusive = small, poorly fitted or top-dose-only effect, or another doubt; inactive = no such curve, though single readings can be large; an effect the other way counts as inactive or inconclusive.
SMILES,AmpC no deterg,HCMV inh,CHX counter,Shiga inhibitor,AMA1 RON2 block,AmpC inh detg,Giardia FBPA inh
Cc1ccc(Cn2nnc3c(=O)n(CC(=O)NCC4CCCO4)cnc32)cc1 (stereo not given),-9%,-20,-4,52,-1%,-5%,6%
COc1ccc(OCCSc2nc3ccccc3c(=O)[nH]2)cc1,-34%,-37,0,-15,-1%,1%,-2%
CCOC(=O)c1ccccc1NC(=O)C(C)Oc1ccccc1 (stereo not given),0%,-23,-3,-4,31%[activator],-12%,2%
COc1ccc(-c2cc(C(F)(F)F)nc(-n3cc(Cl)cn3)n2)cc1,0%,-20,1,6,18%,0%,6%
CC(C)c1c(O)nc(SCc2ccccc2)[nH]c1=O,-18%,-9,6,-3,9%,-9%,0%
Cc1ccc(S(=O)(=O)N(C)CC(=O)N2CCCCCC2)cc1,-18%,21,6,13,-2%,-8%,6%
COc1ccc(NC(=O)COC(=O)c2ccc(OC)c(S(=O)(=O)N3CCCC3)c2)cc1OC,-18%,0,/,/,14%,0%,/
CCc1ccccc1NS(=O)(=O)c1cccc2nsnc12,-19%,-38,4,-6,-1%,4%,-13%
CCOC1C(=O)NC(=O)N1Cc1ccccc1 (stereo not given),-10%,5,2,-6,0%,-11%,28µM*
Cc1ccc(C(=O)NC2CCCC2)cc1S(=O)(=O)N1CCCCC1,-8%,5,-2,-9,6%,?,5%
Cc1ccc(C(=O)N2CCN(c3ccccc3)CC2)cc1NC(=O)c1ccco1,44%,/,0,-13,9%,2%,/
COc1ccc(CCNC(=O)COc2ccc3c(C)cc(=O)oc3c2)cc1,-21%,-17,/,/,-1%,/,/
COc1ccc2c(CC(=O)Nc3nc(C)cs3)coc2c1,-46%,-4,25,28,5%,-4%,1%
O=C(O)COc1ccccc1/C=N/NC(=O)CNC(=O)c1ccco1,-12%,-17,-1,-4,39%[activator],1%,/
C[N+]1(CCC(=O)c2ccccc2)CCCCC1,-17%,-5,-3,-12,15%,?,-2%
COc1cc(C(C(=O)Nc2c(C)cccc2C)N(C)C(=O)c2ccc(-n3cnnn3)cc2)ccc1O (stereo not given),15%,-22,-2,8,-3%,-9%,7%
O=C(NCC1CCCO1)C(c1ccncc1)N(Cc1cccs1)C(=O)Cn1nnc(-c2ccc(F)cc2)n1 (stereo not given),-28%,5,-3,-9,-2%,-4%,-2%
CCOP(=O)(OCC)/C(=N/OC(=O)c1ccc(OC)cc1)C(N)=O,-19%,43,1,-11,11%,1%,-8%
CC(C)C[C@@H](CN1C(=O)C(=O)NC[C@@H]1CC(C)C)NC(=O)Cc1ccccc1,-6%,-9,/,/,3%,/,/
CN1CCN(C(=O)c2cn(-c3ccccc3)nc2-c2cccs2)CC1,30%,11,8,-23,0%,2%,6%
COc1ccc(S(=O)(=O)N2Cc3ccccc3CC2C(=O)Nc2ccc3c(c2)OCO3)cc1 (stereo not given),-25%,44,47*,79,-7%,0%,-17%
O=C(O)CCN=C1CCc2ccccc2N1,-16%,/,-3,2,/,0%,3%
Fc1ccc(CCN2CCN=C2Nc2ccccc2)cc1,-7%,10,/,/,13%,?,/
CCCN(C(=O)CCNC(=O)Cn1cnc2ccccc2c1=O)c1cccc(C)c1,137%[activator],-8&5,-2,6,0%,2%&7%,-4%
COC(=O)C1=C(c2ccc(C(C)=O)cc2)C[C@@H]2CC[C@H]1N2C(=O)NCc1ccc2c(c1)OCO2,0%,-9,/,/,12%,4%,/
CC1(C)Cc2c(cnn2-c2ccc(F)cc2)C(NC(=O)c2ccoc2)C1 (stereo not given),-5%,-9,15,5,-8%,-15%,-9%
CC(NC(=O)c1ccc(N(C)C)cc1)C(c1cccs1)N1CCN(C)CC1 (stereo not given),-26%,-17,14,22,-6%,?,1%
O=C(NC(CC1CCCCC1)C(=O)O)c1ccccc1 (stereo not given),-6%,8,/,/,53%[activator],2%,/
COc1cc(C(=O)Nc2ccc(OCC(=O)N3CCOCC3)cc2C)cc(OC)c1OC,-2%,11,1,-5,6%,2%,4%
COc1cc(C#N)ccc1OCC(=O)c1ccc2c(c1)OCCO2,-22%,-22,2,4,-4%,-13%,0%
CCCC(CCC)C(=O)NCCN1CCOCC1,-10%,1,-3,-1,1%,?,-3%
CC(C)CCN1CCN(Cc2nc3ccccc3s2)CC1CCO (stereo not given),33%,27,-1,8,-7%,4%,0%
FC(F)(F)c1nnc2ccc(-n3ccnc3)nn12,-20%,-2,-7,-15,-1%,?,2%
O=C(NCc1ccccc1Cl)C1CCN(S(=O)(=O)N2CCCCCC2)CC1,4%,-31,-3,-6,-6%,1%,9%
O=C(NCCCN=C1NS(=O)(=O)c2ccccc21)c1ccc(F)cc1,-20%,-12,-2,-10,5%,?,5%
CC(C)c1nnc(SCC(=O)NCCC2=CCCCC2)n1N,-17%,1,-3,-10,-1%,-2%,-1%
COc1ccc(C(C)=O)cc1CSc1nnc(Nc2ccccc2C)s1,-23%,-62*,-3,-3,0%,-2%,-1%
CCC(=O)c1c[nH]c(C(=O)NCc2cccs2)c1,-20%,1,1,-13,-2%,-7%,5%
O=C(CCS(=O)(=O)c1ccccc1)Nc1nc2ccc(F)cc2s1,-18%,-3,/,/,9%,-11%,/
CCc1cccc(N(CC(=O)NCc2ccc(F)cc2)C(=O)c2csnn2)c1,8%,-21,-2,-13,-15%,-11%,7%
CCCn1c(C)cc(C(=O)COc2ccc(C)nc2[N+](=O)[O-])c1C,-14%,-89*,15*,85*,2%[11.6 µM],-9%,-2%
O=S(=O)(c1ccc(F)cc1)N1CCCN(Cc2c(F)cccc2F)CC1,-6%,-7,1,-7,-24%,-1%,-6%
CCOC(=O)c1c(C)[nH]c(C)c1S(=O)(=O)N1c2ccccc2CC1C (stereo not given),3%,5,-2,-10,0%,7%,2%
Cc1ccccc1NC(=O)Cc1nc(COC(=O)c2ccc(C(F)(F)F)cc2)cs1,-1%,-8,/,/,18%,2%,/
O=C(NCCN1C(=O)S/C(=C\c2cccc(Cl)c2Cl)C1=O)C1=COCCO1,94%[activator],-16,-6,-5,-4%,?,1%
COc1ccc(N2CCN(CC(O)COC(C)(C)C)CC2)cc1 (stereo not given),-16%,-27,1,-13,-28%,-7%,?
COc1ccccc1/C=N/NC(=O)COCC(=O)N/N=C/c1ccccc1OC,-12%,-20,6,13,-13%,3%,?
O=C1c2cccc([N+](=O)[O-])c2C(=O)N1c1cccnc1,-19%,?,-3,28,6%,2%,-3%
CC1(C)N=C(N)N=C(N)N1c1ccc(C(=O)O)cc1,-6%,/,8,1,/,-4%,1%
COc1ccc(S(=O)(=O)N2CCN(C(=O)NC3CCCCC3)CC2)cc1,13%,14,1,18,-13%,-5%,8%
O=C(NCC1(O)CCCCC1)C1CCC(=O)N(Cc2cccc(C(F)(F)F)c2)C1 (stereo not given),19%,-11,8,-3,2%,?,-3%
CCOCC(=O)Nc1ccc(C(=O)Nc2ccccc2Cl)cc1,-10%,49,26*,31,/,-1%,-2%
CCCOc1ccc(/C=N/NC(=O)C2CCCN2S(=O)(=O)c2ccc(Cl)cc2)cc1 (stereo not given),-11%,64,-1,-9,-3%,?,0%
CNC(=O)COc1coc(CN2CCN(c3ccc(OC)cc3)CC2)cc1=O,-9%,8,3,-4,1%,-4%,/
CCOC(=O)c1c(C)n(C)c2ccc(OC)c([N+](=O)[O-])c12,-7%,-15,-1,-7,-9%,-7%,0%
O=C(NCCN1CCOCC1)C1(C(F)(F)F)C/C(=C\Cc2ccccc2)CCCO1 (stereo not given),/,5,5,8,4%,/,6%
Cc1ccc(CCNC(=O)CCCn2nc(C)c3c(C)n(-c4ccc(C)cc4)nc3c2=O)cc1,57%,-20&-35,2,-3,16%,?,12%
C=CCn1c(O)c(C(C)=NCCCN2CCOCC2)c(=O)[nH]c1=O,-15%,1,-5,-19,1%,-3%,3%
COc1ccc(C)cc1NC(=O)Nc1ccncc1,-1%,0,2,-12,0%,-4%,/
O=C(C1Cc2ccccc2CN1C(=O)c1ccco1)N1CCN(c2ccccc2)CC1 (stereo not given),4%,-33,/,/,-2%,-10%,/

# Part of the list above, showing only HCMV inh and AmpC no deterg:
molecule | HCMV inh | AmpC no deterg
COc1ccc(C)cc1NC(=O)Nc1ccncc1 | 0 | -1%
O=C(C1Cc2ccccc2CN1C(=O)c1ccco1)N1CCN(c2ccccc2)CC1 (stereo not given) | -33 | 4%

# A second format for 10 compounds above.
# Each structure is followed by: AmpC no deterg, HCMV inh, CHX counter, Shiga inhibitor, AMA1 RON2 block, AmpC inh detg, Giardia FBPA inh
- Cc1ccc(Cn2nnc3c(=O)n(CC(=O)NCC4CCCO4)cnc32)cc1 (stereo not given)
→ -9%, -20, -4, 52, -1%, -5%, 6%
- COc1ccc(OCCSc2nc3ccccc3c(=O)[nH]2)cc1
→ -34%, -37, 0, -15, -1%, 1%, -2%
- CCOC(=O)c1ccccc1NC(=O)C(C)Oc1ccccc1 (stereo not given)
→ 0%, -23, -3, -4, 31%[activator], -12%, 2%
- COc1ccc(-c2cc(C(F)(F)F)nc(-n3cc(Cl)cn3)n2)cc1
→ 0%, -20, 1, 6, 18%, 0%, 6%
- CC(C)c1c(O)nc(SCc2ccccc2)[nH]c1=O
→ -18%, -9, 6, -3, 9%, -9%, 0%
- Cc1ccc(S(=O)(=O)N(C)CC(=O)N2CCCCCC2)cc1
→ -18%, 21, 6, 13, -2%, -8%, 6%
- COc1ccc(NC(=O)COC(=O)c2ccc(OC)c(S(=O)(=O)N3CCCC3)c2)cc1OC
→ -18%, 0, /, /, 14%, 0%, /
- CCc1ccccc1NS(=O)(=O)c1cccc2nsnc12
→ -19%, -38, 4, -6, -1%, 4%, -13%
- CCOC1C(=O)NC(=O)N1Cc1ccccc1 (stereo not given)
→ -10%, 5, 2, -6, 0%, -11%, 28µM*
- Cc1ccc(C(=O)NC2CCCC2)cc1S(=O)(=O)N1CCCCC1
→ -8%, 5, -2, -9, 6%, ?, 5%

# (cont.)
SMILES,AmpC no deterg,HCMV inh,CHX counter,Shiga inhibitor,AMA1 RON2 block,AmpC inh detg,Giardia FBPA inh
CC(=O)Nc1ccc(NC(=O)CC23CC4CC(CC(C4)C2)C3)cc1,-9%,14,1,2,11%,2%,/
CCOC(=O)c1sc(NC(=O)CC)nc1C,-23%,?,12,19,16%,-3%,2%
O=C(COC(=O)c1cccc([N+](=O)[O-])c1)NC1CCCC1,6%,-29,8,-1,6%,?,11%
COc1cc(/C=C(\C#N)C(=O)N2CCOCC2)ccc1OCc1ccccc1,13%,-16,3,40,-6%,-2%,0%

# Source: PubChem
